ELG1 DNA repair – inhibitors of ELG1-dependent DNA repair in HEK293T cells; Potency, µM (titrated, usually from 46.1 µM), inactives show top-dose activity change, negative = inhibition, actives largely listed as inhibitors; HEK293T ELG1-luciferase reporter, luminescence, 16 h; DNA damage induced by 5-fluorouridine; AID 504467; 330,000 compounds, 2.3% hits; note: potency is the fitted concentration of half-maximal effect; % is set by controls: 0 for no effect and ±100 for the full control effect; nearly all actives have a fitted effect of over 55% in size
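Quantitative HTS, concentration-response format. 2,000 cells/well co-treated with 5-fluorouridine and compound, 16 hr in 5% CO2 at 37 °C; ONE-Glo luminescence read after 30 min.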
NPC1 promoter act – activators of NPC1 promoter | Huh7 NPC1 promoter luciferase reporter, 24 h | Potency, µM (top dose mostly 9.22 µM), without a hit: top-dose activation, most hits filed as activators | 320,000 compounds, 2.4% hits | AID 485313;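 note: potency is the fitted concentration of half-maximal effect; % of control where 0% means no effect; nearly all actives have a fitted effect of over 60% in size; reporter is driven by a mutant NPC1 promoter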
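Cells: Huh7 expressing luciferase under the NPC1 promoter, 1500/well. Seeded 2 h, compound added, incubated 24 h at 37 °C. Luciferase reagent, 10 min ambient, then luminescence.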
BRCA1 expr up – increases BRCA1 expression | 380,000 compounds, 1.1% hits | MCF7-BRCA1-FFLuc reporter, luminescence, 48 h; response scale: scaled: vehicle 0%, 10 µM genistein 100% | Potency, µM (highest dose often 46.1 µM), inactives show at the highest dose activation, usual class: activators; note: potency is the fitted concentration of half-maximal effect; nearly all actives have a fitted effect of over 80% in size; some results filed as inactive show a strong effect at the top dose
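Using MCF7 cells harboring a BRCA1 firefly luciferase reporter, plated 2 h before compound pinning, the screen measured luminescence after 48 h incubation. Responses were normalized to DMSO and 10 microM genistein, then fitted for concentration-effect.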
ELG1 genotox – inducers of genotoxicity in HEK293T ELG1-luciferase cells; HEK293T ELG1-luciferase reporter, luminescence, 16 h; Potency, µM (titrated, usually from 46 µM), without a hit: top-dose activity change, positive = activation, hits mostly activators; 330,000 compounds, 1.3% hits; AID 504466; note: potency is the fitted concentration of half-maximal effect; % of control where 0% means no effect; nearly all actives have a fitted effect of over 60% in size
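DMSO vehicle served as control against compound-treated ELG1-luciferase HEK293T cells; exposure lasted 16 hr at 37 °C and 5% CO2, followed by ONE-Glo luminescence detection after 30 min.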
Rab9 promoter act – Rab9 promoter activation; Huh7 Rab9 promoter-luciferase reporter, luminescence, 24 h; Potency, µM (series often up to 9.22 µM), inactives show at the top dose activation, negative = inhibition, actives largely listed as activators; AID 485297; 320,000 compounds, 2.8% hits; note: potency is the fitted concentration of half-maximal effect; % of control where 0% means no effect; nearly all actives have a fitted effect of over 60% in size
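Luminescence read-out: Huh7 cells stably expressing Rab9-luciferase, treated 24 h with compound at 37 °C, then lysed with luciferase reagent for 10 min at ambient before reading.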
p53 reactivator – mutant p53 re-activation in reporter cells. 320,000 compounds, 0.063% hits. Potency, µM (doses to about 92.2 µM), without a hit: top-dose activity change, positive = activation, most hits filed as activators. AID 504706. H1299 p53-A138V BP100-luciferase reporter, luminescence, 24 h; note: potency is the fitted concentration of half-maximal effect; % of control where 0% means no effect; nearly all actives have a fitted effect of over 45% in size
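p53-null H1299 cells stably carrying temperature-sensitive p53-A138V and a BP100-luciferase reporter were pinned with compounds (4-point, 1:5 series) and held 24 hrs at 37 deg C. Luminescence was read 10 min after detection reagent.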
RORgamma inh – ROR gamma (mouse) transcription inhibition. 310,000 compounds, 5.4% hits. P51450. Drosophila S2 Gal4-RORgamma UAS-luciferase reporter, 20 h. Potency, µM (doses to about 53.6 µM), for the others: top-dose activity change, negative = inhibition, most hits filed as inhibitors. AID 2551; note: potency is the fitted concentration of half-maximal effect; % is set by controls: 0 for no effect and ±100 for the full control effect; nearly all actives have a fitted effect of over 60% in size
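Read-out: Photinus luciferase luminescence; inhibitors lower reporter signal. Insect Schneider cells with Gal4-ROR gamma fusion under metallothionein promoter, UAS reporter; 700 uM final copper sulfate induction, 20 hr, ambient temperature.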
Tb PFK inh – blocks T. brucei phosphofructokinase. O15648. T. brucei PFK, ADP-Glo luminescence. Potency, µM (highest dose often 57.5 µM), for inactives: top-dose activity, negative = inhibition, usual class: inhibitors. 330,000 compounds, 0.17% hits. AID 485367;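 note: potency is the fitted concentration of half-maximal effect; 0% = uninhibited 1x PFK enzyme wells and -100% = no-enzyme wells; nearly all actives have a fitted effect of over 60% in size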
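ADP-Glo luminescence quantified ADP after 45 min at room temperature, with 1.25 nM T. brucei PFK, 0.1 mM ATP and 0.5 mM fructose-6-phosphate in pH 8.0 TEA buffer. qHTS titrations up to 57 µM; curves classified by quality.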
VP16 counter – counter-screen for ROR gamma inhibitors: Gal4-VP16 reporter; 310,000 compounds, 3.5% hits; AID 2546; Drosophila S2 Gal4-VP16 UAS-luciferase, luminescence, 20 h; Potency, µM (highest dose often 53.6 µM), for the others: at the highest dose activity, negative = inhibition, most hits filed as inhibitors;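 note: Gal4-VP16 expression switched on by copper sulfate through the metallothionein promoter; potency is the fitted concentration of half-maximal effect; % is set by controls: 0 for no effect and ±100 for the full control effect; nearly all actives have a fitted effect of over 50% in size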
FLuc counter – counter-screen for miR-21 project: firefly luciferase inhibitors or activators | 360,000 compounds, 6.9% hits | Potency, µM (titrated, usually from 57.5 µM), without a hit: at the top dose activity change, negative = inhibition, actives largely listed as inhibitors | purified FLuc, Km substrates, luminescence inhibition | P08659;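 note: potency is the fitted concentration of half-maximal effect; plate controls were vehicle for no effect and reference inhibitor for full effect; nearly all actives have a fitted effect of over 55% in size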
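Purified P. pyralis luciferase, 10 nM final, with Km-level 10 uM D-luciferin and 10 uM ATP in 50 mM Tris acetate pH 7.5, 10 mM Mg acetate, 0.01% Tween-20, 0.05% BSA; 6-point qHTS titration about 60 µM downward; luminescence read.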
TRPV1 ag – activates the human vanilloid receptor TRPV1; 320,000 compounds, 0.19% hits; Q8NER1; activation, % at 8.33 µM; TRPV1-expressing cells, Fluo-8 calcium influx, agonist mode; in the data active = activation above about 80%; inconclusive = between about 30% and that limit; note: 0% is about no effect
Target sequence (Q8NER1 whole entry, looked up): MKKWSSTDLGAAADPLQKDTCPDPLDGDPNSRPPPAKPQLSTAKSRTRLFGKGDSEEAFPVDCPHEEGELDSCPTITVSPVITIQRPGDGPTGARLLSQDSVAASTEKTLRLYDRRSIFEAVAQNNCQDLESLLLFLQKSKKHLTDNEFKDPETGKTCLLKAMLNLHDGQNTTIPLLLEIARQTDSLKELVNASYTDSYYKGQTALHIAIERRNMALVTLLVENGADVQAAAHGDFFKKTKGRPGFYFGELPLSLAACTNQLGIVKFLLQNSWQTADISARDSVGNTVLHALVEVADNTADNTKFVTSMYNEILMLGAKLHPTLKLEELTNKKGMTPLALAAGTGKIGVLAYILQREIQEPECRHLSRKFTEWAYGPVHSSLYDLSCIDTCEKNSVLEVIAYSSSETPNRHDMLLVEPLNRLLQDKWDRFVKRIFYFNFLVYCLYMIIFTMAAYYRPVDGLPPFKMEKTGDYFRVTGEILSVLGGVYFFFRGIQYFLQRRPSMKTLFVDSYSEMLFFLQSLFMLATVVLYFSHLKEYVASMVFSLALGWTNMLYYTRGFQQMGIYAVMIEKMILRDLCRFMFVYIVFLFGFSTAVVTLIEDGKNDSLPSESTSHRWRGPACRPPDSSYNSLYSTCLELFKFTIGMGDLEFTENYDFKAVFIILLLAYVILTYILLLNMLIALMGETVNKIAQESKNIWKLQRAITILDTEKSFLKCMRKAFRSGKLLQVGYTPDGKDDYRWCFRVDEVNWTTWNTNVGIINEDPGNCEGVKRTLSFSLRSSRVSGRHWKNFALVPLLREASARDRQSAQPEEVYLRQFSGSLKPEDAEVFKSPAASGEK
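Cells expressing TRPV1 were dye-loaded with Fluo-8 and read kinetically: 10 s baseline, 3 min after compound (agonist portion), then 2 min after EC20 capsaicin (allosteric enhancer portion). Calcium-bound dye fluorescence at 480/520 nm.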
* = called active by the depositor; ? = inconclusive; nt = not tested or not shown; [ ] = another dose, or the depositor's remark. Unless noted, calls come from the whole dose curve; as a rule, active = well fitted curve in the direction sought with a large enough effect; inconclusive = small, poorly fitted or top-dose-only effect, or another doubt; inactive = no such curve, though single readings can be large; an effect the other way counts as inactive or inconclusive.

SMILES	ELG1 DNA repair	NPC1 promoter act	BRCA1 expr up	ELG1 genotox	Rab9 promoter act	p53 reactivator	RORgamma inh	Tb PFK inh	VP16 counter	FLuc counter	TRPV1 ag
CC1CCCCN1S(=O)(=O)c1ccccc1[N+](=O)[O-] (centres undefined)	-5%	-1%	-20%	0%	3%	-4%	1%	-3%	1%	2%	2
CC1CC(C)CN(S(=O)(=O)N2CCCC(C(=O)NCCc3ccc(Cl)cc3)C2)C1 (centres undefined)	0%	-3%	-17%	-2%	-3%	0%	-27%	2%	-12%	1%	9
O=C(c1cccc(F)c1)N1CCN(Cc2cccc(Br)c2)CC1	-4%	-6%	1%	-6%	0%	0%	13%	-14%	4%	0%	?
Cn1nc(-c2ccccc2)c(/C=N/O)c1Cl	-9%	-7%	0%	6%	-2%	-2%	12%	0%	8%	-1%	-4
C[C@H](CO)N1C[C@H](C)[C@@H](CN(C)S(=O)(=O)c2cccs2)Oc2ccc(NC(=O)c3ccncc3)cc2C1=O	8%	nt	-8%	1%	nt	3%	nt	6%	nt	nt	nt
COc1cc(SC)ccc1C(=O)OCc1nc2ccsc2c(=O)[nH]1	?	12%	-16%	?	4%	6%	nt	0%	nt	-16%	-1
CC(C)[C@H](NC(=O)c1ccccc1)C(=O)NC1=NCCS1	12%	nt	-13%	-1%	nt	0%	nt	-1%	nt	nt	nt
Cc1cccc(OCC(=O)NCCN2CCOCC2)c1	nt	nt	0%	nt	nt	nt	?	nt	?	3%	-2
COc1ccc(OC)c2sc(N3CCc4ccccc4C3)nc12	18%	-1%	-17%	7%	24%	-2%	12%	1%	-18%	12µM*	8
Cc1ccc(C(=O)NC(=S)NNC(=O)COc2ccc([N+](=O)[O-])cc2)cc1	?	-3%	19%	?	2%	26%	11µM*	-14%	11µM*	-6%	-6
Cc1cc(C)nc(N2CCC(C(=O)NCc3cccc(C(F)(F)F)c3)CC2)n1	15%	-2%	14%	2%	-3%	-3%	-13%	2%	-1%	-1%	1
COc1cccc(NCc2cc3c(C(C)(C)C)nn(-c4ccccc4)c3[nH]c2=O)c1	13%	9%	-37%	12%	0%	21%	0%	-9%	5%	3%	-1
CCc1nnc(NC(=O)CSC(=S)N2CCOCC2)s1	14%	-4%	-21%	-1%	9%	3%	22%	-2%	-6%	4%	0
CC1(C)CC(NC(=O)c2ccc(-c3ccc([N+](=O)[O-])cc3)o2)CC(C)(C)N1	?	-2%	3%	11%	0%	1%	2%	15%	-4%	0%	-5
Cc1ccccc1OCC(=O)NC1CCCCCCC1	?	15%	21%	8%	20%	13%	16%	-2%	-2%	?	26
COc1cc(NC(=O)CSc2ccc(-c3ccco3)nn2)cc(OC)c1	-5%	-4%	-1%	-10%	-2%	-9%	40%	-9%	-4%	?	-2
Cn1c(C(C#N)C(=O)c2ccco2)nc2ccccc21 (centres undefined)	?	-1%	-59%	16%	7%	24%	?	-6%	6.3µM*	17µM*	3
CCOc1cc(C=O)ccc1OCC(N)=O	4%	-1%	-1%	2%	0%	-1%	1%	-3%	-12%	-1%	1
CN(Cc1cccs1)C(=O)c1cccc(S(=O)(=O)N2CCCCCC2)c1	-10%	-1%	-6%	0%	2%	3%	nt	-6%	nt	nt	20
Cc1noc(C)c1NC(=O)N(C)C[C@@H]1Oc2c(NC(=O)c3ccncc3)cccc2C(=O)N([C@H](C)CO)C[C@@H]1C	?	nt	0%	-1%	nt	-3%	nt	14%	nt	nt	nt
CCc1nnc(NC(=O)c2cccc(S(=O)(=O)N(C)c3ccccc3)c2)s1	-14%	0%	46%	-7%	2%[1.84 µM]	-2%	-15%	1%	5%	1%	-5
COc1ccc(NC(=O)C2CC(c3ccccc3Cl)=NO2)cc1 (centres undefined)	10%	28%	22%	12%	6%	-4%	?	1%	18%	-14%	25
CNC(=O)c1c(NC(=O)C2=COCCO2)sc2c1CCC(C)C2 (centres undefined)	?	-1%	37%	14%	20%	-3%	8%	0%	-13%	2.7µM*	11
O=C(CSc1ccccc1)Nc1ccc2c(c1)OCO2	?	?	-3%	?	?	?	-4%	-7%	-3%	17µM*	18
CCN1C(=O)C(NC(C)=O)c2cc(OC)ccc21 (centres undefined)	0%	1%	34%	-1%	-2%	-7%	-16%	1%	3%	0%	-2
CCOC(=O)c1c(CN2CCN(C)CC2)oc2ccc(OC)cc12	0%	1%	0%	2%	6%	-3%	-33%	1%	3%	3%[2.3 µM]	0
NS(=O)(=O)c1cccc(NS(=O)(=O)c2cccc(C(F)(F)F)c2)c1	14%	-5%	34%	1%	-10%	-2%	3%	1%	-8%	-1%	1
COC(=O)c1ccc(Cl)cc1N(Cc1c(F)cccc1Cl)S(C)(=O)=O	-18%	-1%	-41%	-9%	2%	-3%	0%	11%	15%	-1%	3
O=C(CSC(=S)N1CCOCC1)Nc1nccs1	0%	-1%	1%	-1%	-3%	2%	0%	-2%	-6%	-3%	-1
O=C(OC(C(=O)NC1CCCCC1)c1ccccn1)c1cccs1 (centres undefined)	3%	3%	-2%	0%	5%	6%	16%	-1%	5%	-1%	18
COc1ccc(S(N)(=O)=O)cc1C(N)=O	6%	1%	2%	0%	-3%	9%	11%	-2%	-4%	2%	-1
N#Cc1c(C(F)(F)F)cc(-c2ccccc2)nc1SCCN1CCOCC1	?	-3%	-78%	-12%	-3%	-1%	20%	0%	0%	0%	9
CCCCn1c(N)c(N(CCOC)C(=O)C2CCN(S(=O)(=O)c3ccc(Cl)cc3)CC2)c(=O)[nH]c1=O	-6%	-3%	23%	1%	5%	2%	-5%	-7%	-13%	-1%	16
CCn1ccc(C(=O)Nc2ccsc2C(=O)OC)n1	?	-1%	-8%	-4%	6%	-16%	?	-13%	-3%	-6%	21
CC(C)C(NC(=O)Nc1ccccc1)C(=O)Nc1cccc(S(=O)(=O)N(C)C)c1 (centres undefined)	-10%	-1%	2%	-6%	-5%	-11%	29%	-5%	11%	1%	2
COc1cc2ccccc2cc1C(=O)NC(=S)Nc1cccc(C(=O)O)c1	?	?	?	17%	2.2µM*	3%	?	3%	2%[10 µM]	13µM*	-4
CCCn1nnnc1SCC(=O)N1CCCC1	7%	1%	8%	1%	0%	1%	-34%	-4%	-2%	2%	-2
CCOC(=O)C(C(=O)OCC)C(C)C#CCN1CCCCC1 (centres undefined)	5%	0%	10%	-1%	-7%	6%	3%[0.365 µM]	-20%	nt	-1%	0
O=C(NC1CCCCC1)c1ccc(-n2cnnn2)cc1	15%	4%	21%	4%	7%	-1%	14%	2%	4%	0%	11
CCOc1cc(NS(=O)(=O)c2ccc(Cl)cc2)c(OCC)cc1NC(=O)CC(C)C	?	0%	-31%	-8%	-15%	6%	10%	1%	3%	0%	4
COCCNC(=O)C(c1ccc(F)cc1)N(C(=O)CCC(=O)Nc1ccccn1)c1cccc(C)c1 (centres undefined)	8%	0%	0%	1%	-5%	-1%	0%	-17%	5%	0%	6
Cc1ccccc1NC(=O)c1cnc2ccccn2c1=O	?	?	-16%	?	0.79µM*	?	?	11%	?	0.76µM*	5
CCN1CCN(CCCNC(=O)Cn2cc3c(n2)CCCC3)CC1	7%	0%	6%	4%	-5%	-3%	2%	1%	4%	-1%	0
CC(c1nnc(Sc2nnnn2-c2ccccc2)n1-c1ccc(F)cc1)N(C)C (centres undefined)	9%	-9%	0%	-5%	-2%	-8%	19%	-1%	-1%	-1%	-3
O=C(CSc1nncn1-c1ccccc1)N1CCCC1	23%	2%	36%	1%	-1%	5%	-27%	2%	4%	2%	0
COc1cc(-n2c(C)nc3cc(C(=O)N4CCOCC4)ccc32)cc(OC)c1OC	26%	1%	-3%	6%	13%	7%	15%	-5%	0%	-2%	2
Cc1ccc(S(=O)(=O)c2ccccc2)cc1S(=O)(=O)N1CCOCC1	-6%	-1%	3%	-1%	1%	-12%	?	-2%	-2%	7%	2
CCc1ncc(CN2CCCC(C(=O)Nc3ccc(-c4cscn4)cc3)C2)cn1 (centres undefined)	-3%	3%	36%	0%	-3%	-5%	4%	1%	-11%	-8%	1
CC(=O)N(c1ccccc1)C1CCCC1	4%	-1%	-4%	-1%	-8%	4%	-11%	-4%	1%	1%	0
COCCCNC(=S)N/N=C/c1ccc(OC)cc1	0%	-1%	7%	4%	2%	1%	5.6µM*	3%	?	?	2

Compound activity: PubChem BioAssay, National Center for Advancing Translational Sciences (NCATS)

Compounds were not picked by outcome. Share with any hit: about 15%.
